p53 reactivation: re-activators of mutant p53 | hit rate 0.063% among 320,000 | Potency, µM (doses to about 92.2 µM), without a hit: at the highest dose activity change, positive = activation, hits mostly activators | H1299 p53-A138V BP100-luciferase reporter, luminescence, 24 h | AID 504706; note: potency is the fitted concentration of half-maximal effect; % of control where 0% means no effect; nearly all actives have a fitted effect of over 45% in size
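H1299 (p53-null), stable ts p53-A138V + BP100-Luc; 1000 cells/well, Opti-MEM/10% FBS; cpd 4 pt, 1:5; 24 h, 37 deg C, 5% CO2; detection reagent 10 min RT; luminescence.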
FLuc counter: firefly luciferase modulation, counter-screen for miR-21 project; P08659; purified FLuc, Km substrates, luminescence inhibition; Potency, µM (titrated, usually from 57.5 µM), without a hit: at the highest dose activity change, negative = inhibition, most hits filed as inhibitors; hit rate 6.9% among 360,000; AID 588342;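 note: potency is the fitted concentration of half-maximal effect; plate controls were vehicle for no effect and reference inhibitor for full effect; nearly all actives have a fitted effect of over 55% in size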
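Purified P. pyralis luciferase, 10 nM final, with Km-level 10 uM D-luciferin and 10 uM ATP in 50 mM Tris acetate pH 7.5, 10 mM Mg acetate, 0.01% Tween-20, 0.05% BSA; 6-point qHTS titration about 60 µM downward; luminescence read.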
ELG1 DNA repair: blocks ELG1-dependent DNA repair in HEK293T cells; Potency, µM (titrated, usually from 46.1 µM), inactives show top-dose activity change, negative = inhibition, hits mostly inhibitors; hit rate 2.3% among 330,000; AID 504467; HEK293T ELG1-luciferase reporter, luminescence, 16 h; DNA damage induced by 5-fluorouridine; note: potency is the fitted concentration of half-maximal effect; % is set by controls: 0 for no effect and ±100 for the full control effect; nearly all actives have a fitted effect of over 55% in size
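DMSO vehicle served as the neutral condition. Each well held 2,000 cells given 5-fluorouridine plus compound; after 16 hr at 37 °C/5% CO2, ONE-Glo was added and luciferase measured 30 min later.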
Gal4-VP16 FLuc: counter-screen for ROR gamma inhibitors: Gal4-VP16 reporter; Drosophila S2 Gal4-VP16 UAS-luciferase, luminescence, 20 h; AID 2546; Potency, µM (highest dose often 53.6 µM), inactives show top-dose activity, negative = inhibition, actives largely listed as inhibitors; hit rate 3.5% among 310,000;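 note: Gal4-VP16 expression switched on by copper sulfate through the metallothionein promoter; potency is the fitted concentration of half-maximal effect; % is set by controls: 0 for no effect and ±100 for the full control effect; nearly all actives have a fitted effect of over 50% in size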
Tb PFK inh: T. brucei PFK enzyme inhibition. Potency, µM (series often up to 57.5 µM), inactives show at the highest dose activity, negative = inhibition, actives largely listed as inhibitors. T. brucei PFK, ADP-Glo luminescence. AID 485367. hit rate 0.17% among 330,000;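 note: potency is the fitted concentration of half-maximal effect; 0% = uninhibited 1x PFK enzyme wells and -100% = no-enzyme wells; nearly all actives have a fitted effect of over 60% in size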
Target sequence (O15648 whole entry, looked up): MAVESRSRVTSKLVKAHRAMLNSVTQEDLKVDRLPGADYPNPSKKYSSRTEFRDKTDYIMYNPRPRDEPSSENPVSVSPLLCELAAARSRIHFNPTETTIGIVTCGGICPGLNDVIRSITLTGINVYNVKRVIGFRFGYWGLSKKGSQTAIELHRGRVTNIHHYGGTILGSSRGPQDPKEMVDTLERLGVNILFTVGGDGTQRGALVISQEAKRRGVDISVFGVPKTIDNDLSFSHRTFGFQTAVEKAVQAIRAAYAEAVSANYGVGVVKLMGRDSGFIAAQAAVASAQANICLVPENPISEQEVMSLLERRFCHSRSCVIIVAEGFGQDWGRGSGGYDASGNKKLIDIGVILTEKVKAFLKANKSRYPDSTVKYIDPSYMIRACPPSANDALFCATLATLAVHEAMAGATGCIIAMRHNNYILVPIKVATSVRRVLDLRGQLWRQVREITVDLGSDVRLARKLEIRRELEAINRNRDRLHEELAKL
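In TEA buffer at pH 8.0 with 5 mM MgCl2, enzyme (1.25 nM) converted F6P (0.5 mM) and ATP (0.1 mM) for 45 min at room temperature. ADP product was read by luciferase luminescence.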
TRPV1 ag: human TRPV1 agonism | activation, % at 8.33 µM | hit rate 0.19% among 320,000 | Q8NER1 | TRPV1-expressing cells, Fluo-8 calcium influx, agonist mode; in the data active = activation above about 80%; inconclusive = between about 30% and that limit; note: 0% is about no effect
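Cells expressing TRPV1 were dye-loaded with Fluo-8 and read kinetically: 10 s baseline, 3 min after compound (agonist portion), then 2 min after EC20 capsaicin (allosteric enhancer portion). Calcium-bound dye fluorescence at 480/520 nm.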
ELG1 genotoxic: inducers of genotoxicity in HEK293T ELG1-luciferase cells; HEK293T ELG1-luciferase reporter, luminescence, 16 h; Potency, µM (top dose mostly 46 µM), inactives show top-dose activity change, positive = activation, hits mostly activators; hit rate 1.3% among 330,000; AID 504466; note: potency is the fitted concentration of half-maximal effect; % of control where 0% means no effect; nearly all actives have a fitted effect of over 60% in size
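Reporter readout depends on ELG1 protein level, which increases with genetic stress. After 16 hr compound exposure at 37 °C, luciferase activity was quantified using ONE-Glo.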
RORg inh: inhibitors of mouse ROR gamma transcriptional activity; Potency, µM (highest dose often 53.6 µM), for the others: at the top dose activity change, negative = inhibition, hits mostly inhibitors; P51450; hit rate 5.4% among 310,000; Drosophila S2 Gal4-RORgamma UAS-luciferase reporter, 20 h; note: potency is the fitted concentration of half-maximal effect; % is set by controls: 0 for no effect and ±100 for the full control effect; nearly all actives have a fitted effect of over 60% in size
Target sequence (P51450 whole entry, looked up, the tested form may be a part): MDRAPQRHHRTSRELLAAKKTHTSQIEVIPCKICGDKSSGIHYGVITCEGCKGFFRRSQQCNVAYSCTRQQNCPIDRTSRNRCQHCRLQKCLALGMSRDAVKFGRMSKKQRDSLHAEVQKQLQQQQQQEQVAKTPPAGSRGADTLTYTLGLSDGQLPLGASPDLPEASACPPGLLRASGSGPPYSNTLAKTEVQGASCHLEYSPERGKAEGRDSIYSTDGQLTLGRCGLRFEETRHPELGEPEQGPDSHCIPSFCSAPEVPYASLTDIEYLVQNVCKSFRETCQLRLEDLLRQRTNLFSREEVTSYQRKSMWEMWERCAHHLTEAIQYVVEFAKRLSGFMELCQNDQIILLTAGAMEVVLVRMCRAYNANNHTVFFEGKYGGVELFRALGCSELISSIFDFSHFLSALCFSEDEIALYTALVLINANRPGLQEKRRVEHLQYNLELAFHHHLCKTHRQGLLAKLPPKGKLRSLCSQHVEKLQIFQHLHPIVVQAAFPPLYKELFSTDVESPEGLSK
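In this cell-based reporter format, copper sulfate (700 uM final) drives Gal4–ROR gamma fusion expression from a metallothionein promoter in Drosophila Schneider cells; compounds preincubated 1 hr, reporter read after 20 hr at ambient temperature.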
Rab9 promoter act: activates the Rab9 promoter; hit rate 2.8% among 320,000; Potency, µM (top dose mostly 9.22 µM), inactives show top-dose activation, negative = inhibition, actives largely listed as activators; Huh7 Rab9 promoter-luciferase reporter, luminescence, 24 h; AID 485297; note: potency is the fitted concentration of half-maximal effect; % of control where 0% means no effect; nearly all actives have a fitted effect of over 60% in size
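Using Huh7 cells stably transfected with Rab9 promoter–luciferase, compounds were incubated 24 h at 37 °C, 5% CO2; luciferase luminescence was read 10 min after reagent addition.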
NPC1 prom act: NPC1 promoter activation; hit rate 2.4% among 320,000; Huh7 NPC1 promoter luciferase reporter, 24 h; Potency, µM (titrated, usually from 9.22 µM), for inactives: at the top dose activation, actives largely listed as activators;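 note: potency is the fitted concentration of half-maximal effect; % of control where 0% means no effect; nearly all actives have a fitted effect of over 60% in size; reporter is driven by a mutant NPC1 promoter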
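Readout is luciferase luminescence, reflecting NPC1 promoter activation in stably transfected Huh7 cells after 24 h compound exposure at 37 °C in reduced-serum medium with 10% FBS.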
BRCA1 expr up: activators of BRCA1 expression. MCF7-BRCA1-FFLuc reporter, luminescence, 48 h; response scale: scaled: vehicle 0%, 10 µM genistein 100%. Potency, µM (series often up to 46.1 µM), for the others: at the highest dose activation, most hits filed as activators. hit rate 1.1% among 380,000; note: potency is the fitted concentration of half-maximal effect; nearly all actives have a fitted effect of over 80% in size; some results filed as inactive show a strong effect at the top dose
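MCF7-BRCA1-FFLuc cells, 2000/well in phenol-red-free MEM, attached 2 h then treated 48 h at 37 C. Luciferase luminescence read 15 min after reagent; normalized to genistein maximum activation (10microM) and DMSO, concentration-response fitted.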
* hit, by the source's call; ? = inconclusive; . = not tested or not shown; & = joins results of further samples; [ ] = dose if it differs, or a comment. Unless noted, calls come from the whole dose curve; as a rule, active = well fitted curve in the direction sought with a large enough effect; inconclusive = small, poorly fitted or top-dose-only effect, or another doubt; inactive = no such curve, though single readings can be large; an effect the other way counts as inactive or inconclusive.

mol	Tb PFK inh	NPC1 prom act	FLuc counter	Gal4-VP16 FLuc	BRCA1 expr up	ELG1 DNA repair	p53 reactivation	Rab9 promoter act	ELG1 genotoxic	RORg inh	TRPV1 ag
O=C(NCc1ccccc1)C1CCCN1S(=O)(=O)c1ccc(F)cc1 (configuration not stated)	-4%	6%	-5%	-17%	9%	-11%	4%	4%	-2%	-8%	-13
NCCSc1c(-c2ccc(F)cc2)[nH]c2ccccc12	1%	0%	2%	2%	-25%	2%	1%	-9%	-13%	7%	3
CC(=O)Oc1c(S(=O)(=O)c2ccccc2)c(C)nn1C(C)(C)C	.	.	1%	-3%	7%	.	.	.	.	-8%	-2
COc1cc(NC(=O)c2ccccc2)c(OC)cc1NC(=O)CN1C(=O)N(C)C2(CCCCC2)C1=O	3%	-3%	-9%	.	-14%	-20%	-7%	-1%	-5%	.	5
O=S(=O)(NCC1CCCO1)c1ccc(S(=O)(=O)N2CCCC2)cc1 (configuration not stated)	1%	1%	2%	-2%	16%	9%	2%	-2%	-1%	0%	-2
COc1cccc(NC(=O)c2ccc3snnc3c2)c1	-4%	?	19µM*	-1%	103%	?	?	?	16%	-4%	?
COc1ccc(-n2c(=O)[nH]cc(C(=O)Nc3ccc4c(c3)OCCO4)c2=O)cc1OC	1%	2%	?	-7%	-11%	2%	6%	-2%	7%	13%	2
O=C(Nn1cnc2ccccc2c1=O)c1ccccc1F	1%	-3%	2%	-10%	32%	4%	0%	-2%[1.84 µM]	6%	18%	2
COc1ccc(CN(Cc2ccccn2)C(=O)CN2C(=O)C(C)Oc3ccccc32)cc1 (configuration not stated)	-2%	-2%	0%	5%	-24%	?	-10%	9%	-1%	32%	?
COc1ccc(-c2ncncc2-c2csc(C)n2)c(O)c1	-4%	-1%	0%	-6%	-4%	9%	-9%	-3%	2%	2%	-2
CC(C)CCNc1nc(N2CCCC2)c2c(c1C#N)CCN(C)C2	4%	0%	-2%	11µM*	-58%	0%	5%	-4%	2%	?	-1
CCN(CC)CC(C)CNC(=O)C1(O)c2ccccc2NC(=O)N1c1ccc(Cl)c(Cl)c1 (configuration not stated)	-14%	1%	4%	2%	5%	6%	-5%	-5%	-2%	-4%	0
CCOc1cc(/C=N/NC(=O)C(=O)NC2CC2)cc(Br)c1O	0%	3%	1%	7%	-4%	13%	-5%	-2%	1%	-21%	-1
COc1cc(COc2ccc(-c3nnco3)cc2)ccc1OC(F)F	-2%	4%	1%	1%	7%	5%	9%	-9%	6%	-2%	6
O=C(CSc1ccc(-c2ccco2)nn1)NCc1ccccc1	-2%	0%	0%	28%	13%	0%	15%	24%	2%	35%	4
COc1ccc2cc(Br)ccc2c1CC(=O)NC(C)C	1%	-17%	0%	-10%	-12%	2%	-3%	-5%	-9%	6%	3
COc1cc([N+](=O)[O-])cc(/C=N/NC(=O)c2cccnc2)c1O	-5%	0%	-3%	-16%	-31%	?	2%	-1%	-8%	-21%	2
CC(C(=O)NC1CCCc2ccccc21)N1C(=O)C2CCCCC2C1=O (configuration not stated)	-7%	-2%	3%	.	0%	9%	1%	1%	0%	.	3
O=C(Nc1ccc(Cl)cc1)NN1CC(=O)N(c2cccc(C(F)(F)F)c2)CC1=O	7%	1%	-2%	-1%	10%	-15%	-1%	-1%	-2%	-10%	-1
O=C(CSc1nc(-c2ccccc2)cc(C(F)(F)F)n1)N1CCOCC1	?	0%	5%[2.3 µM]	-7%	-19%	-8%	-5%	1%	-5%	3%	15
C/C(CCN1CCCCc2nc(C)c(C)cc21)=N\O[C@@H](C)c1cn([C@H](CO)Cc2ccccc2)nn1	0%	-2%	-16%	-6%[10 µM]	.	0%	-5%	-7%	0%	4%[10 µM]	3
Cc1ccc(CNC(=O)/C=C/c2ccc(S(=O)(=O)NCc3ccco3)cc2)cc1	1%	-5%	2%	1%	-29%	?	0%	-6%	-3%	?	-4
O=C(CNC(=O)c1ccc2c(c1)OCO2)N/N=C/c1cccc([N+](=O)[O-])c1	2%	-17%	-18%	-4%	-14%	3%	2%	-5%	1%	1%	-3
CC(NC(=O)c1ccccc1)c1nc2ccccc2n1Cc1ccccc1F (configuration not stated)	3%	1%	3%	2%	.	?	6%	-15%	-7%	?	5
CCOc1ccc(NC(=O)CNC(=O)c2cn(-c3ccccc3OC)c(=O)c3ccccc23)cc1	1%	-1%	-16%	3%	0%	?	-2%	-2%	3%	0%	2
Cn1nc(C(=O)N2CCN(c3ccccc3)CC2)c2c1-c1ccccc1S(=O)(=O)C2	1%	-1%	1%&-4%	5%	-17%	9%	-6%	1%	-5%	0%	1
Cc1cccc(-n2ncc3c(NCCc4ccc(S(N)(=O)=O)cc4)ncnc32)c1	-1%	-5%	?	-3%	0%	?	0%	-5%	-6%	-1%	5
O=C(NC1CCN(Cc2ccccc2)CC1)c1ccc2c(c1)OCCCO2	-1%	-2%	-9%	1%	-32%	-4%	2%	3%	0%	12%	?
O=C(NCC(=O)N(c1ccccc1)C(C(=O)NC1CCCCC1)c1cccnc1)c1cccs1 (configuration not stated)	0%	-3%	-1%	1%	0%	11%	-4%	0%	3%	1%	-2
Cc1[nH]c2ccccc2c1/C=N/NC(=O)c1cccc(S(=O)(=O)Nc2cccc(C(F)(F)F)c2)c1	-7%	0%	-4%	-6%	-49%	?	2%	19%	-9%	-16%	-3
O=C(CC1C(=O)NCCN1Cc1cccc(F)c1)NC1CCC1 (configuration not stated)	3%	2%	2%	3%	7%	-5%	11%	-1%	0%	22%	3
COc1cc(O)c(C(CC(=O)N2CCCCC2)c2ccc(N(C)C)cc2)c(OC)c1 (configuration not stated)	2%	-5%	0%	6%&7%	-7%	0%	-4%	-2%	8%	1µM*	6
Cc1cc(C)n(-c2ccc(C(=O)NC(C)C)cc2)n1	-5%	-5%	-1%	-13%	1%	-4%	-4%	2%	0%	2%	2
O=C1CC(c2cccc(F)c2)C2=C(CCCC2=O)N1 (configuration not stated)	0%	0%	9%	2%	1%	-12%	-3%	1%	1%	-2%	1
O=C(CCC(=O)c1ccc(F)cc1)Nc1cccc(S(=O)(=O)Nc2cccc(Cl)c2)c1	1%	1%	-3%	?	-42%	-27%	5%	9%	-6%	?	6
O=C(CN1CCN(S(=O)(=O)N2CCOCC2)CC1)Nc1cc(Cl)cc(Cl)c1	-19%	1%	1%	-20%	-20%	-11%	-4%	-4%	1%	14%	-1
O=C(NC(CC(=O)N1CCN(c2ccccc2)CC1)c1ccccc1)c1ccccc1Cl (configuration not stated)	2%	-2%	2%	2%	-13%	-12%	-9%	-5%	-6%	9%	-1
COC(=O)c1c(C)[nH]c(C(=O)NCc2ccco2)c1C	-2%	1%	-2%	0%	36%	25%	3%	17%	-8%	20%	1
CCOC(=O)c1csc(NC(=O)c2ccc(S(=O)(=O)N(CC)CC)cc2)n1	0%	2%	-1%	1%	-23%	?	-10%	-1%	-3%	?	-2
Cc1ccccc1/C=C1\Sc2ccc(C(=O)N3CCN(c4ccccn4)CC3)cc2N(C)C1=O	1%	2%	?	-3%	-15%	0%	7%	4%	-4%	29%	2
COc1ccc(C(=O)Nn2c(SCC(=O)NC3CCCC3)nc3ccccc3c2=O)cc1	0%	3.2µM*	9.5µM*	?	10%	?	1%	0.89µM*	?	?	?
COc1ccc(-n2c(C)nn(C)c2=O)c(OC)c1	2%	2%	8%	-6%	-14%	-14%	3%	-1%	2%	1%	0

From PubChem
